Compound activity deposited in PubChem BioAssay by National Center for Advancing Translational Sciences (NCATS).
EPAC1 agonist = qHTS for Agonist of cAMP-regulated guanine nucleotide exchange factor 3 (EPAC1): primary screen; EPAC1 agonist qHTS, biochemical assay; response scale: 100% = response to 6.5 mM cAMP; Potency, µM (doses to about 154 µM), inactives show top-dose activation, usual class: activators; actives 0.073% (n = 360,000); further: potency means the concentration at half of the fitted maximal effect; nearly all actives have a fitted effect of over 60% in size
Target sequence (O95398 whole entry, looked up): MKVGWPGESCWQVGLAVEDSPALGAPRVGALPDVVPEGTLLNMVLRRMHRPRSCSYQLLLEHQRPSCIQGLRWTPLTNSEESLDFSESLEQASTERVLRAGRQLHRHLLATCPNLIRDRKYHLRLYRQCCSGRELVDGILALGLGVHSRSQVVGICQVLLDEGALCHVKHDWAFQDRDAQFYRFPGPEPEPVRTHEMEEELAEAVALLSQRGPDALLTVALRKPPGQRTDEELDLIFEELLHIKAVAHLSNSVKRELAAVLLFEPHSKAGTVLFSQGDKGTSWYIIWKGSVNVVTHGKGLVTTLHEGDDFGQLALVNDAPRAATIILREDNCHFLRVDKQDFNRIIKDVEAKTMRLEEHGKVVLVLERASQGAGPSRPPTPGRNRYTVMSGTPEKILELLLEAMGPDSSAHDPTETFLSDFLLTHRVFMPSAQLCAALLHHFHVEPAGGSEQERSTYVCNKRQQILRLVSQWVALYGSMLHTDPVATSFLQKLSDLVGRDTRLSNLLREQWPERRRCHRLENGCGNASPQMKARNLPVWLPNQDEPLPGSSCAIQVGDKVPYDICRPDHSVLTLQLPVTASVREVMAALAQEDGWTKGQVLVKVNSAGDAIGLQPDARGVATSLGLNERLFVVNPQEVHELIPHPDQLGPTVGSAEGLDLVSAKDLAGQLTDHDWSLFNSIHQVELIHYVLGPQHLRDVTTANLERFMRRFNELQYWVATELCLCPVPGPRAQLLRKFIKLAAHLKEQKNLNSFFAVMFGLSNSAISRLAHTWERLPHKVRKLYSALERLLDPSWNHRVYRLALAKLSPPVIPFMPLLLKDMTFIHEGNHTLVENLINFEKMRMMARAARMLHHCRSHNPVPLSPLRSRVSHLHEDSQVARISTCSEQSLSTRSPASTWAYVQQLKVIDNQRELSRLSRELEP
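EPAC1 100 nM, Rap1B–BODIPY-GDP 250 nM, unlabeled GDP 50 uM; compound titration; 5 min RT; kinetic read ex480/em540 at 5-min intervals ×30 min; data normalized to 6.5 mM cAMP agonist control.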
CCT chaperon mod = High-Throughput Screening for Modulators of Cytosolic Chaperonin Activity | purified chaperonin ATPase assay, HTRF ADP detection, 30 min | activity change, % (no concentration beside the values), hits read low | actives 0.3% (n = 360,000) | AID 651819, 2012; in the data active means activity change below about -30%; further: on the % scale 0 is the no-effect control and ±100 the full control effect
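First, chaperonin was dispensed at 40 nM or 20 nM final depending on batch activity. Next, compounds were pinned at 76 uM and ATP added at 10 uM. After 30 min at 37 °C, ADP detection reagents ran 30 min at ambient temperature.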
MmCpn inh = Inhibitors of TCP-1 ring complex (TRiC) of Methanococcus maripaludis (MmCpn): qHTS. Chaperonin Mm-Cpn (Methanococcus maripaludis). purified Mm-Cpn ATPase, ADP Transcreener TR-FRET. Potency, µM (highest dose often 76.9 µM), inactives show at the highest dose activity, negative = inhibition, hits mostly inhibitors. actives 0.031% (n = 330,000); further: potency means the concentration at half of the fitted maximal effect; on the % scale 0 is the no-effect control and ±100 the full control effect; nearly all actives have a fitted effect of over 80% in size
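Measured: ADP formation by purified Mm-CPN. Conditions: 25 nM protein, 10 uM ATP, Tris pH 7.4 with Mg2+, K+ and DTT, 37°C for 30 min. Detection: Transcreener HTRF after 30 min at room temperature.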
PLK1 PBD inh = qHTS for Inhibitors of PLK1-PDB (polo-like kinase 1 - polo-box domain): Primary Screen; Plk1 PBD binding of FITC phosphopeptide, fluorescence polarization; Potency, µM, for inactives: max response, negative = inhibition, actives largely listed as inhibitors; actives 2.8% (n = 360,000); further: potency means the concentration at half of the fitted maximal effect; series mostly up to about 57 µM; on the % scale 0 is the no-effect control and ±100 the full control effect; nearly all actives have a fitted effect of over 65% in size
WRN inhibitor = qHTS for Inhibitors of WRN Helicase; Bifunctional 3'-5' exonuclease/ATP-dependent helicase WRN (Homo sapiens), Q14191; WRN helicase unwinding, fluorescent forked duplex, kinetic; Potency, µM (highest dose often 114 µM), for inactives: top-dose activity change, negative = inhibition, usual class: inhibitors; actives 0.46% (n = 360,000); AID 651768, 2012; further: potency means the concentration at half of the fitted maximal effect; on the % scale 0 is the no-effect control and ±100 the full control effect; nearly all actives have a fitted effect of over 55% in size
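Kinetic red-fluorescence monitoring (525/598 nm) tracks WRN helicase activity after 100 nM fluorophore-quencher forked duplex and 2 mM ATP are added to 20 nM enzyme pretreated 15 min at room temperature with compound.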
EPAC1 antagonist = qHTS for Antagonist of cAMP-regulated guanine nucleotide exchange factor 3 (EPAC1): primary screen | Rap guanine nucleotide exchange factor 3 (Homo sapiens), O95398 | EPAC1 GEF assay, Rap1b-BODIPY-GDP exchange fluorescence | Potency, µM (series often up to 115 µM), without a hit: at the highest dose activity change, negative = inhibition, actives largely listed as inhibitors | actives 0.14% (n = 360,000);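 further: potency means the concentration at half of the fitted maximal effect; plate controls were vehicle for no effect and positive control for full effect; nearly all actives have a fitted effect of over 50% in size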
EPAC2 antag = qHTS for Antagonist of cAMP-regulated guanine nucleotide exchange factor 2 (EPAC2): primary screen. Rap guanine nucleotide exchange factor 4 (Homo sapiens), Q8WZA2. EPAC2 GEF exchange of Rap1B-BODIPY-GDP, fluorescence. Potency, µM (doses to about 114 µM), for the others: at the top dose activity, negative = inhibition, hits mostly inhibitors. actives 0.18% (n = 360,000). AID 720708, 2013; further: potency means the concentration at half of the fitted maximal effect; on the % scale 0 is the no-effect control and ±100 the full control effect; nearly all actives have a fitted effect of over 45% in size; many of its hits are not listed in these tables
PI5P4K alpha inh = qHTS for Inhibitors of phosphatidylinositol 5-phosphate 4-kinase (PI5P4K); Phosphatidylinositol 5-phosphate 4-kinase type-2 alpha (Homo sapiens), P48426; PI5P4Kalpha enzyme, ADP-Glo luminescence, 60 min; stronger effect = lower value; max response, %; actives 1.2% (n = 330,000); AID 652105, 2013; active means max response of -50% or lower; inconclusive means between -30% and -50%; inactive means -30% or higher; further: value at the top dose of about 77 µM; on the % scale 0 is the no-effect control and ±100 the full control effect
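qHTS, 1536-well: enzyme/substrate mix, compound by pin tool, 5 microM ATP final; RT 60 min; ADP-Glo reagents 1 (45 min) then 2 (30 min); luminescence.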
Numbers without * were called inactive; ? = inconclusive; · = no result given; [ ] = remark or other dose. Unless noted, the call rests on the fitted dose curve; in most records, active means well fitted curve in the direction sought with a large enough effect; inconclusive means small, poorly fitted or top-dose-only effect, or another doubt; inactive means no such curve, though single readings can be large; an effect the other way counts as inactive or inconclusive. An excerpt (hit frequency here may not be typical).

# | canonical_smiles | EPAC1 agonist | CCT chaperon mod | MmCpn inh | PLK1 PBD inh | WRN inhibitor | EPAC1 antagonist | EPAC2 antag | PI5P4K alpha inh
1 | CCC1CCCCN1C(=O)CSc1nc(C)cc(C)n1 (configuration not stated) | 0% | 1.6 | -9% | -1% | -7% | -15% | -11% | 5
2 | CC1CCCC(C)N1NC(=O)Cc1ccccc1 (configuration not stated) | 7% | -1.1 | 1% | -11% | -29% | -5% | 3% | -7
3 | CC1(C)CC(NS(=O)(=O)OCC(Cl)(Cl)Cl)c2cc(C#N)ccc2O1 (configuration not stated) | -11% | -0.1 | 4% | 24µM* | -7% | -12% | -8% | ?
4 | COc1ccccc1NS(=O)(=O)c1cccc(C(=O)N/N=C/c2c(C)nn(-c3ccccc3)c2N2CCCC2)c1 | 24% | -3.2 | -4% | -8% | ? | 1% | -15% | -5
5 | CC(C)Cn1c(SCC(=O)Nc2cccc(S(N)(=O)=O)c2)nc2ccccc2c1=O | -11% | 5.1 | 1% | ? | -13% | -23% | -10% | 5
6 | COc1ccc(C2CC(c3ccc(Br)cc3)=NN2C(=O)c2cccnc2)cc1 (configuration not stated) | 0% | -0.7 | -13% | -4% | -10% | 1% | 5% | -6
7 | N#Cc1nc(COc2cccc(Cl)c2)oc1N1CCN(c2ccccc2)CC1 | 7% | -1.0 | -1% | -1% | -4% | 9% | 5% | ·
8 | Nc1nonc1C(=O)N/N=C/c1ccc(-c2cccc([N+](=O)[O-])c2)o1 | 1% | -3.9 | 3% | -10% | 0% | -3% | 1% | -5
9 | O=C(c1ccccc1)c1ccc2c(c1)OCCOCCOCCO2 | 4% | -2.9 | 2% | -16% | 3% | -6% | 7% | 2
10 | COCCN1Cc2cccc(C(=O)Nc3c(C)cccc3C)c2C1=O | -8% | -2.0 | 0% | -5% | 5%[57.1 µM] | 2% | -2% | -5
11 | Cc1noc(C)c1C(=O)OCC(=O)NCc1ccc(Cl)cc1 | 7% | 1.3 | 1% | -6% | 0% | ? | -5% | 1
12 | CC(C)CCSc1nc2ccccc2[nH]1 | -4% | 0.6 | 2% | 1% | -1% | -11% | -21% | -3
13 | CC(C)c1cc(NCc2ccccn2)n2c(nc3ccccc32)c1C#N | 5% | 0.7 | 0% | -1% | -9% | -18% | 6% | -9
14 | COc1cc(S(=O)(=O)Nc2ccc3cn[nH]c3c2)ccc1Cl | 6% | 0.0 | 1% | -17% | -8% | -3% | ? | -5
15 | O=C1C2C3C=CC(C2C(=O)N1c1ccccc1O)C1C2C(=O)N(c4ccccc4O)C(=O)C2C31 (configuration not stated) | -4% | -0.3 | -1% | -6% | -7% | -27% | 1% | 0
16 | CCn1cc(CN2CCCC(C(=O)Nc3cccc(-n4cccn4)c3)C2)cn1 (configuration not stated) | 2% | -1.1 | · | 1% | 5% | 5% | 9% | 2
17 | O=[N+]([O-])CC(=Nc1ccc(Cl)cc1)N/N=C\c1oc(O)c2ccccc12 | 1% | 4.2 | -2% | 17µM* | -3%[11.6 µM] | -17% | 12% | ?
18 | CCc1ccc2c(c1)C(=O)C(=O)N2CCS(=O)(=O)c1ccccc1 | 4% | -6.4 | -2% | -7% | -4% | -19% | -15% | 4
19 | O=C(NC1CCCCC1)c1cccc(S(=O)(=O)N2CCCCC2)c1 | -2% | 3.1 | 0% | -4% | 0% | 23% | 21% | 2
20 | Cc1ccc(-c2nnn(CC(=O)N(Cc3cccs3)C(C(=O)NC3CCCC3)c3ccncc3)n2)cc1 (configuration not stated) | 22% | -3.5 | -4% | -15% | -9% | 2% | -11% | ·
21 | CCn1c(/C=C/c2ccccc2[N+](=O)[O-])nc2ccccc2c1=O | 3% | 0.9 | -15% | -14% | -4% | -13% | -11% | 9
22 | O=C(Nc1cnn(Cc2ccccc2)c1)c1nc2ncccn2n1 | 2% | -0.2 | 0% | -6% | 4% | -1% | 22%[57.1 µM] | -13
23 | COc1ccc(C2=NOC(C(=O)Nc3ccc4c(c3)OCCO4)C2)c(OC)c1 (configuration not stated) | -5% | 0.3 | -3% | 2% | -2% | -19% | 1% | 8
24 | CCNC(=O)C1(C)CCCN(C(=O)c2cccnc2Oc2ccccc2)C1 (configuration not stated) | -18% | 2.1 | · | -1% | -3% | 6% | 1% | 0
25 | COc1ccc(Cn2nnnc2C(c2ccccc2OC)N2CCC(C(N)=O)CC2)cc1 (configuration not stated) | 11% | -0.7 | 0% | -4% | -19% | -10% | 6% | -5

Of the compounds above, these have a furan ring, fused or not.
# | canonical_smiles | EPAC1 agonist | CCT chaperon mod | MmCpn inh | PLK1 PBD inh | WRN inhibitor | EPAC1 antagonist | EPAC2 antag | PI5P4K alpha inh
8 | Nc1nonc1C(=O)N/N=C/c1ccc(-c2cccc([N+](=O)[O-])c2)o1 | 1% | -3.9 | 3% | -10% | 0% | -3% | 1% | -5
17 | O=[N+]([O-])CC(=Nc1ccc(Cl)cc1)N/N=C\c1oc(O)c2ccccc12 | 1% | 4.2 | -2% | 17µM* | -3%[11.6 µM] | -17% | 12% | ?

(next part)
# | canonical_smiles | EPAC1 agonist | CCT chaperon mod | MmCpn inh | PLK1 PBD inh | WRN inhibitor | EPAC1 antagonist | EPAC2 antag | PI5P4K alpha inh
26 | COc1cc2c(cc1OC)C(C(=O)NCCN1CCOCC1)C1c3ccccc3CCN1C2=O (configuration not stated) | -4% | -2.0 | 1% | -6% | 3% | 2% | -1% | 0
27 | Cc1ccc2nc(NC(=O)C3CCN(S(=O)(=O)c4cccnc4)CC3)sc2c1 | -16% | -3.1 | -1% | 0% | 2% | 1% | 4% | 1
28 | COC(=O)c1ccccc1N1C(=O)C2C(C1=O)C1C=CC2C12CC2 (configuration not stated) | 6% | 0.2 | 0% | -2% | -8% | -1% | -2% | ·
29 | O=S(=O)(CCNC1CC1)NC1CCCCC1 | -7% | -1.5 | · | -12% | 11% | -6% | 0% | 3
30 | COC(=O)c1cn(CC(=O)NC2CCCCCC2)c2ccccc12 | -3% | -3.7 | 0% | -5% | -4% | -7% | -5% | 0
31 | O=C(NCC1CCN(Cc2ccc(F)cc2)CC1)C1CCCN(c2ncnc3c2nc2n3CCCCC2)C1 (configuration not stated) | -4% | 1.5 | 0% | -1% | -4% | -4% | 3% | -2
32 | CN(CC(=O)Nc1ccccc1C(F)(F)F)C(=O)c1cc(Cl)nc2ccccc12 | 6% | -2.2 | 1% | -5% | -4% | -8% | -24% | 3
33 | CC(=O)Nc1ccc(/C=C(\C#N)S(=O)(=O)c2ccc(C)cc2)cc1 | 8% | -3.3 | 3% | -21% | 2% | -29% | -14% | -8
34 | COc1cc(C(=O)COC(=O)c2cc([N+](=O)[O-])ccc2N2CCOCC2)ccc1OC(F)F | 5% | 0.8 | -13% | 0% | 6% | 15% | 6% | -2
35 | Cc1ccc(NC(=O)COC(=O)Cn2c(C)csc2=O)c([N+](=O)[O-])c1 | 100µM* | 5.2 | 1% | -4% | 2% | -3% | 12% | 1
36 | Cc1cc(C)c(S(=O)(=O)N2CCCOC2CNC(=O)C(=O)NCCc2c[nH]c3ccccc23)c(C)c1 (configuration not stated) | 5% | 0.1 | 2% | -2% | -11% | -2% | -7% | 3
37 | CCc1ccccc1N1C(=O)C2C3C=CC(CC3)C2C1=O (configuration not stated) | 1% | -2.5 | -1% | -8% | -7% | 2% | 4% | 1
38 | Cc1cc(C)cc(C(O)c2ncc(-c3ccccc3)[nH]2)c1 (configuration not stated) | 1% | -0.7 | · | 4% | 5% | 4% | 2% | -5
39 | Cc1ccc2nc(C)cc(N/N=C/c3cccc(O)c3)c2c1 | -1% | 0.7 | 0% | -7% | -8% | -18% | -2% | 1
40 | Cc1cccc(N2CCN(C(=O)CCS(=O)(=O)c3ccc4c(c3)NC(=O)CO4)CC2)c1C | -4% | -2.5 | 1% | 12µM* | -3% | 6% | -10% | -18
41 | CC(CN1CCCCC1)C(=O)NN (configuration not stated) | 4% | -3.7 | -1% | -5% | -1% | -14% | 4% | 1
42 | COc1ccc(CC2(C)OC(c3ccc(C)c([N+](=O)[O-])c3)=NN2C(C)=O)cc1 (configuration not stated) | 4% | 2.2 | 0% | ? | -21% | -9% | 4% | 8
43 | O=C(N1CCCCC1)C12CC3CC(CC(C3)C1)C2 | -4% | 0.2 | 1% | -6% | -8% | 13% | 11%[57.1 µM] | 4
44 | Cc1ccc(C(=O)/C=C/c2ccc3c(c2)OCO3)o1 | 7% | 0.8 | -6% | -20% | -16% | -4% | -2% | ·
45 | O=C1N(c2ccccc2)C[C@@H]2C[C@@H](c3cccs3)N3CCC[C@@]123 | 5% | -0.2 | -3% | -13% | -11% | 9% | -8% | -3
46 | COc1cccc(-c2cc(NC(C)=O)c3ncc(-c4ccc(OC)c(OC)c4)n3c2)c1 | 8% | -0.8 | · | -22% | -14% | -4% | -8% | ?
47 | COc1ccc(NC(=O)CSc2ncn(-c3ccccc3)n2)cc1Cl | 5% | 0.5 | -2% | -10% | -17% | -1% | 9% | ·
48 | CC(=O)c1ccccc1C(=O)N(C)C1CCCN(Cc2ccccc2F)C1 (configuration not stated) | 3% | -4.1 | 1% | -9% | -29% | -6% | -2% | 7
49 | CN(C(=O)c1ccccn1)C1(C(=O)NC2CCCCC2)CCCCC1 | 2% | -1.5 | 1% | -4% | 8% | 0% | 2% | ·
50 | Cc1nc([N+](=O)[O-])c(C(=O)OCc2ccccc2Br)n1C | 4% | 2.7 | -3% | -15% | 1% | -4% | -8% | -3
51 | CCN(CC)S(=O)(=O)c1ccc(NS(=O)(=O)c2ccc(C)c(C)c2)cc1 | 16% | -1.8 | 1% | -3% | -9% | -11% | -1% | ·
52 | Nc1cc(N)nc(SCC(=O)NNC(=O)c2ccc(Cl)cc2)n1 | 4% | -4.8 | 0% | -2% | 6% | -5% | -7% | ·

Values by screen from the list.
Entries 39–49 in EPAC1 agonist: -1%, -4%, 4%, 4%, -4%, 7%, 5%, 8%, 5%, 3%, 2%
Entries 39–49 in EPAC1 antagonist: -18%, 6%, -14%, -9%, 13%, -4%, 9%, -4%, -1%, -6%, 0%
